# From PubChem BioAssay
# NadD block = NadD (S. aureus) enzyme inhibition. 0.78% of 360,000 active. purified NadD enzyme, colorimetric absorbance read-out. inhibition, % at 20 µM; in the data active means inhibition above about 26%; further: some compounds past the cut are filed as inactive
# CendR NRP1 mod = modulators of CendR peptide binding to human neuropilin-1; inhibition, % at 25 µM; FAM-RPARPAR peptide binding to NRP-1, fluorescence polarization; 0.85% of 360,000 active; O14786; AID 602438;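 active means inhibition or corrected inhibition above about 18%, plus a signal ratio from 0.5 to 1.5, limit read from the data, passing the limit was not always enough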; further: strong numbers were not always called active
# STEP block = STEP (human) phosphatase inhibition | P54829 | recombinant STEP, OMFP fluorogenic substrate, fluorescence | inhibition, % at 20 µM | 0.25% of 360,000 active | AID 588621;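 active means inhibition at 20 µM, scaled per plate between control wells, above about 37%, limit read from the data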;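 further: 0% = DMSO with enzyme and substrate and 100% = substrate only without enzyme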
#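 Material: STEP (striatal-enriched tyrosine phosphatase) enzyme, cell-free | Medium: 50 mM Bis-Tris pH 6.0 with 2.5 mM DTT and 0.005% Tween 20 | Read-out: Percent inhibition scaled to no-enzyme and uninhibited-enzyme controls, plate-pattern corrected | Signal: Fluorescence read at 480 nm ex / 540 nm em | Times: 20 min reaction, room temperature, in the dark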
# SUMO1-SIM PPI = SUMO1-SIM interaction modulation; inhibition, % at 20 µM; SUMO1 binding to a labelled peptide, TR-FRET, 1 h; 0.33% of 360,000 active; AID 602429; P63165; in the data active means inhibition above about 37%
# Target sequence (P63165 whole entry, looked up): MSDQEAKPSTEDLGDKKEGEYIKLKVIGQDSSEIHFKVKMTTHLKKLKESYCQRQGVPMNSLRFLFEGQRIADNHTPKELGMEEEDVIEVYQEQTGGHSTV
# Rpn11 inh = inhibitors of human proteasome Rpn11. O00487. human 26S proteasome, Ub4-pepOG fluorescence polarization; 20S core pre-blocked with epoxomicin. calls only at 20 µM. 0.59% of 360,000 active;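 active means inhibition at 20 µM, scaled to each plate's controls, above about 33%, limit read from the data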
# Target sequence (O00487 whole entry, looked up): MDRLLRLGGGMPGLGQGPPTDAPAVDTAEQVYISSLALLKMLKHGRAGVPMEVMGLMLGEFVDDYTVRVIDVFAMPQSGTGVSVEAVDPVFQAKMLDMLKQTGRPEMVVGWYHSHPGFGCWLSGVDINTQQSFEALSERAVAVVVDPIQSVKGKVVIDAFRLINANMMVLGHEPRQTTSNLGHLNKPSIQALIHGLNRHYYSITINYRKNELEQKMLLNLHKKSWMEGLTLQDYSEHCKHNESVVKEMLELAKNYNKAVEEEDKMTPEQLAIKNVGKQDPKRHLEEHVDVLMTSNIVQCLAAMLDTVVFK
# SKN-1 block = blocks SKN-1 activity in C. elegans; C. elegans VP596 Pgst-4::GFP/RFP ratio, acrylamide-induced, 24 h; inhibition, % at 21.8 µM; 0.49% of 360,000 active;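 active means interference check ratio from 0.5 to 1.5 plus GFP to RFP signal ratio inhibition reaching or exceeding a fixed threshold, cut at about 30% in these data, passing the limit was not always enough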; further: some compounds called inactive have numbers as strong as hits
# Scp1 inh = inhibitors of human Scp-1 phosphatase; Q9GZU7; Recombinant Scp1, phosphopeptide, malachite green phosphate absorbance; inhibition, % at 20 µM; 0.88% of 340,000 active; AID 493091;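 active means inhibition above about 50% at 20 µM, limit read from the data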;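 further: plate controls were DMSO wells with enzyme for no effect and wells lacking enzyme for full effect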
# Target sequence (Q9GZU7 76-261 limits assumed): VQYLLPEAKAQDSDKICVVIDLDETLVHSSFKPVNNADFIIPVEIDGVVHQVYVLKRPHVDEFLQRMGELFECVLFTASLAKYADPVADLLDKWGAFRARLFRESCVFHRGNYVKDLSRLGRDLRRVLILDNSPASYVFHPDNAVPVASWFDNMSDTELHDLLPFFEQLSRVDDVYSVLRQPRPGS
#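 System: SCP-1 catalytic domain; Reagent: Phospho 17-mer peptide substrate; Doses: one concentration, 20 µM, with 1.0% DMSO; Incubation: 45 min room-temperature reaction, 5 min colour, 30 min stabiliser; Signal: Phosphate-binding colour reagent, absorbance read at 630 nm.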
# DNMT1 inh = inhibitors of human DNMT1 | P26358 | DNMT1 molecular beacon, Hinp1I cleavage, fluorescence | inhibition (reported as % activation of signal), % at 10 µM | 0.83% of 360,000 active; in the data active means inhibition above about 50%
# MT1-MMP act inh = inhibitors of human MT1-MMP activation. HT1080 RFP-PRO-GFP cells, GFP/RFP ratio fluorescence, overnight; percent of plate control window, DMSO zero. GFP/RFP ratio change, % at 20 µM. 0.061% of 360,000 active. AID 651647;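 active means GFP/RFP ratio change of at least 30% with cell ATP level not reduced by more than half and red fluorescence within 50% of control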; further: strong numbers were not always called active
#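 Test system: HT1080 RFP-PRO-GFP cells; Benchmarks: DMSO and RFP-L50D-GFP cell wells; Timing: cells overnight before dosing, compound overnight, 37 °C, 5% CO2; Compound: one 20 µM compound dose with 1% DMSO; Read-out: GFP/RFP fluorescence ratio.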
# LMPTP inh = blocks human LMPTP phosphatase; inhibition, % at 20 µM; 0.22% of 360,000 active; P24666; recombinant LMPTP-A, OMFP fluorogenic substrate, fluorescence intensity; AID 651560;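 active means compounds that cut the enzyme signal by at least half of the control window in the single-dose screen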;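 further: plate controls were DMSO wells with enzyme plus substrate for no effect and substrate without enzyme for full effect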
# Target sequence (P24666 whole entry, looked up): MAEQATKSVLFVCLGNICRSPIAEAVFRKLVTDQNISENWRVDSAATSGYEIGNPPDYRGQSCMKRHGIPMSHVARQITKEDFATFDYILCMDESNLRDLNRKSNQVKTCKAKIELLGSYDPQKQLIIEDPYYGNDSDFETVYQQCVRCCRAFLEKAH
#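 test system = LMPTP-A | amount = 0.625 nM LMPTP-A final | reagent = fluorogenic phosphatase substrate OMFP at 400 µM final | incubation = 50 min at room temperature | benchmarks = no-enzyme low control, uninhibited high control | medium = Bis-Tris pH 6.0, DTT, detergent | signal = fluorescence intensity of OMFP turnover product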
# * hit, by the source's call; i = inactive; nt = no result given; + = active, no number.
NadD block	CendR NRP1 mod	STEP block	SUMO1-SIM PPI	Rpn11 inh	SKN-1 block	Scp1 inh	DNMT1 inh	MT1-MMP act inh	LMPTP inh	canonical_smiles
1.8	16.3	-2.7	4.4	i	14.0	-0.9	2.7	-5.4	0.5	CCC(C(=O)N1CCCCCC1)n1nc(C)n2c(cc3occc32)c1=O (configuration not stated)
4.4	15.0	5.2	-4.3	i	2.1	-8.9	0.4	-3.2	1.5	CCN1CCN(Cc2ccc(NC(=O)Nc3cccs3)cc2)CC1
-7.5	-1.3	4.0	-16.3	i	-10.6	-2.3	-10.1	0.1	-1.8	O=C(NCCN1CCOCC1)c1ccc(/C=C2\Sc3ccccc3N(Cc3ccccc3F)C2=O)cc1
-1.2	-1.8	1.7	-2.0	i	17.0	2.5	-2.0	12.1	-1.0	O=C(c1ccc(F)cc1)C1CCN(C(=O)Nc2ccc(F)cc2)CC1
-1.3	-8.9	1.3	1.7	i	11.7	-5.9	-2.5	6.5	0.6	S=c1nc(-c2ccc(Br)cc2)oc2c1CCCC2
-3.3	3.6	1.1	3.6	i	1.1	-17.3	-2.6	-4.2	-1.0	COc1ccc(-n2nc3c(c2NC(=O)COc2ccccc2F)CS(=O)(=O)C3)cc1
-1.7	-13.3	2.3	-0.9	i	6.0	-7.2	3.7	1.1	-2.0	Nc1c(Cl)ncnc1N1CCOCC1
-0.1	-23.3	-2.5	5.7	i	-4.2	10.9	5.6	5.2	-1.2	Cc1nc(N2CCN(C)CC2)c2sc(=S)n(-c3ccccc3)c2n1
-4.3	-4.8	2.8	-9.8	i	7.5	0.4	3.1	4.4	-0.1	Cc1ccc(C(C)NC(=O)c2cc3ccccc3oc2=O)cc1C (configuration not stated)
-3.8	11.7	-3.8	-2.8	i	-4.6	-10.4	-40.1	1.7	1.5	C=CCC(C#Cc1ccccc1)[N+](C)(C)CC=C (configuration not stated)
12.5	-1.6	0.8	-2.6	i	-1.6	-5.3	31.2	3.2	-0.1	CCOC(=O)C1(C)C=C(Nc2ccc(OC)cc2)C(=O)N1c1ccc(OC)cc1 (configuration not stated)
-0.3	2.0	0.3	4.1	i	1.6	-7.3	3.3	2.0	-0.4	Cc1ccc(NC(=O)C(=O)NCCOc2ccc(Cl)cc2)c(C)c1

# New compounds follow.
NadD block	CendR NRP1 mod	STEP block	SUMO1-SIM PPI	Rpn11 inh	SKN-1 block	Scp1 inh	DNMT1 inh	MT1-MMP act inh	LMPTP inh	canonical_smiles
-1.0	0.0	3.5	-0.1	i	9.7	-8.0	-3.4	2.0	-1.0	Cc1ccc(C)c(C(=O)CSc2n[nH]c(C)n2)c1
-5.3	-2.5	0.3	2.1	i	-8.4	-4.4	2.5	0.6	-0.9	COC(=O)c1c(-c2ccc(C)cc2)csc1NC(=S)NC(=O)c1cc(OC)cc(OC)c1
11.7	-5.6	1.7	-26.1	i	5.9	-11.3	-19.1	1.4	-3.3	Cc1cccc(/C=C2/Sc3ccc(C(=O)NCCN4CCCC4)cc3NC2=O)c1
-0.8	-4.3	-0.8	-0.6	i	3.0	0.0	0.4	0.8	0.5	COC(=O)c1ccc(NC(=S)NC2CC(C)(C)NC(C)(C)C2)cc1
-2.5	9.0	-0.3	5.8	i	-17.5	-0.3	0.8	-1.3	-0.8	Cc1cccc(CNC(=O)C2CCC(=O)N(CCc3cccc(F)c3)C2)n1 (configuration not stated)
-10.5	10.5	-0.2	-0.3	i	1.0	nt	-10.7	0.1	-1.9	CC1=C(C(=O)N(C(C)C)C(C)C)CC(CC(=O)NCCCN(C)C)C(=O)N1Cc1ccc(C(C)(C)C)cc1 (configuration not stated)
-4.3	5.9	1.7	-8.2	i	12.1	nt	-3.1	1.5	-0.1	COc1cccc(-c2cnc3c(NC(C)=O)cc(-c4cccc(NC(C)=O)c4)cn23)c1
6.2	1.0	-0.4	-18.7	i	-13.6	1.1	-6.8	3.3	-0.5	CCc1cc[n+](C(C(=S)Nc2cccc(C)c2)=C([O-])c2ccc(C)c([N+](=O)[O-])c2)cc1
-7.8	2.3	0.7	-3.4	i	-13.1	nt	-4.3	0.0	4.9	CC1(C(=O)NC2CCN(Cc3ccccc3)CC2)CCN1Cc1ccc2ccccc2c1 (configuration not stated)
-2.9	-12.3	0.3	-1.7	i	2.5	-10.6	-3.0	-8.8	0.6	Cc1cccc(NC(=S)N/N=C/c2cccc(O)c2)c1C
25.3	-14.6	-2.5	1.0	i	-9.7	9.6	14.7	-3.0	2.9	Cc1ccn2c(=O)nc(SCC(=O)OCc3ccccc3)nc2c1
-1.1	0.3	0.6	-3.8	i	1.9	-5.8	1.6	-20.7	0.3	Cn1c(=O)c2c(nc(CN3CCN(CCO)CC3)n2Cc2cccc3ccccc23)n(C)c1=O

# (list continues)
NadD block	CendR NRP1 mod	STEP block	SUMO1-SIM PPI	Rpn11 inh	SKN-1 block	Scp1 inh	DNMT1 inh	MT1-MMP act inh	LMPTP inh	canonical_smiles
-1.3	5.9	-2.0	2.0	i	0.4	-9.1	2.2	-1.1	-2.0	CC(=O)N1C(O)CC(C)N1c1ccccc1 (configuration not stated)
-2.5	2.4	-1.4	2.7	i	-6.8	-1.7	0.5	3.9	-0.4	CC(C)C1Oc2ccccc2N(CC(=O)N(Cc2ccccn2)CC2CCCO2)C1=O (configuration not stated)
-4.0	-58.6	-2.2	-42.1	+	-4.5	-16.3	-5.1	-37.0	0.1	CCOc1cc(/C=C2\SC(=O)N(c3ccc(O)cc3)C2=O)ccc1O
-1.2	-2.5	-0.8	-1.0	i	8.2	-0.4	1.2	1.6	-1.5	Cc1ccc(N=C(N)N=C(N)N)c(C)c1
-2.4	0.4	-0.4	-7.6	i	-2.0	nt	-0.1	-0.3	-3.3	COc1ccc(C(=O)ON=C(C)c2nccs2)cc1
2.2	-7.2	-1.6	-16.0	i	28.0	-4.4	-3.3	-0.7	-0.2	CCOc1ccc(C(C(=O)NCC2CCCO2)N(C(=O)c2snc(C(N)=O)c2N)c2ccc(F)cc2)cc1 (configuration not stated)
2.4	8.6	27.0	-2.8	i	11.9	4.0	30.6	-4.8	5.2	O=C1C=C(c2c(O)ccc3ccccc23)c2ccccc2C1=O
-4.3	3.6	-0.6	-3.8	i	-9.3	0.5	-2.1	1.3	0.8	CCOC(=O)N1CCN(S(=O)(=O)c2cc(OCC)ccc2OCC)CC1
0.7	2.0	1.4	1.1	i	9.4	-4.4	-1.0	10.9	-1.6	Cc1ccc(N2C(=O)C(NC(=O)c3ccccc3F)(C(F)(F)F)C3=C2CC(C)(C)CC3=O)cc1 (configuration not stated)
-8.9	9.0	0.2	0.3	i	-5.2	nt	-1.2	-3.3	-2.7	Cn1nc(C(C)(C)C)cc1N1C(=O)CCC1(C)C(=O)NC1CCCCC1 (configuration not stated)
34.8*	-137.1	68.4*	11.1	i	-3.7	92.0*	53.3*	-6.1	81.8*	Cc1ccc(NC(=O)CN2C(=O)S/C(=C\c3ccc(-c4cccc(C(=O)O)c4C)o3)C2=O)cc1C
-12.4	1.3	0.0	1.3	i	19.9	-7.1	-0.6	-4.2	0.4	Cc1cc(NC(=O)c2ccc(Cl)c(S(=O)(=O)N3CCCCC3)c2)no1

# Next section:
NadD block	CendR NRP1 mod	STEP block	SUMO1-SIM PPI	Rpn11 inh	SKN-1 block	Scp1 inh	DNMT1 inh	MT1-MMP act inh	LMPTP inh	canonical_smiles
-7.2	2.6	4.3	2.8	i	-6.6	-7.8	-1.2	4.0	-0.4	CN1CCc2c(sc(NC(=O)C3COc4ccccc4O3)c2C(N)=O)C1 (configuration not stated)
-3.1	1.2	-0.3	-5.2	i	-8.7	-1.4	0.5	1.8	1.9	O=C(CCN1CCN(c2ccccc2)CC1)N/N=C/c1ccccc1OC(F)F
3.2	3.6	3.3	-0.6	i	-1.5	-7.7	1.7	1.4	-1.1	CCCc1cc(=O)[nH]c(SCC(=O)N2C(C)CCCC2C)n1 (configuration not stated)
-6.1	7.9	2.3	4.8	i	-1.7	-10.4	-1.9	1.4	2.4	CSc1nc2ccc(NC(=O)c3cc4ccccc4o3)cc2s1
-5.5	-4.6	12.2	6.4	i	6.9	-10.4	-3.4	-1.7	4.9	CCOC(=O)c1sc(N)c(C(=O)Nc2ccccc2OC)c1C
-3.8	-4.4	7.7	6.3	i	16.0	0.2	0.6	-14.1	0.7	Fc1ccccc1C(c1nnnn1Cc1ccc2c(c1)OCO2)N1CCN(Cc2ccccc2)CC1 (configuration not stated)
-1.0	-15.5	1.8	-0.7	i	-11.2	-5.1	-3.0	1.2	1.8	Nc1nccc(-c2cc(-c3ccc(Cl)cc3Cl)no2)n1
-4.1	5.5	-0.6	-5.9	i	5.0	-5.3	0.3	-1.0	1.3	CNC(=S)N(CCc1ccc(S(N)(=O)=O)cc1)C1CC(=O)N(c2ccccc2F)C1=O (configuration not stated)
-6.3	2.5	-0.7	-30.1	i	-6.4	-0.8	24.1	-3.5	-0.6	Cn1nnnc1SCC(=O)NC(=O)c1cccc([N+](=O)[O-])c1
-6.2	0.6	0.0	-0.7	i	1.6	1.2	9.2	0.6	0.3	CCCCN(C(=O)C1COc2ccccc2O1)c1c(N)n(CCC)c(=O)[nH]c1=O (configuration not stated)
7.0	-7.1	2.0	-22.6	i	12.6	-3.7	-1.4	3.7	0.4	COc1cc2cccc(OC)c(=O)c2c(O)c1OC
3.0	-0.1	-0.5	0.8	i	10.1	3.6	1.0	0.2	0.0	Cc1ccc(S(=O)(=O)NC(=O)Nc2ccc(C)cn2)cc1
-9.9	9.5	0.4	-1.5	i	2.6	-10.5	1.8	-2.6	-0.6	CC(=O)Nc1ccc(S(=O)(=O)NCC2CCC(C(=O)NCc3ccccc3)CC2)cc1 (configuration not stated)
-2.4	18.4	1.2	4.7	i	2.2	-7.4	-1.4	-1.6	-0.6	CCCn1ncc(C(=O)N(C)C2CCCN(Cc3ccccc3F)C2)c1C (configuration not stated)
36.9*	-108.3	4.8	-8.2	i	-9.1	-14.5	-24.6	-18.6	1.9	Nc1c(C(=O)c2ccccc2)sc2snc(SCC(=O)c3ccccc3)c12

# Filtered by structure, the compounds so far with a furan ring, fused or not.
NadD block	CendR NRP1 mod	STEP block	SUMO1-SIM PPI	Rpn11 inh	SKN-1 block	Scp1 inh	DNMT1 inh	MT1-MMP act inh	LMPTP inh	canonical_smiles
1.8	16.3	-2.7	4.4	i	14.0	-0.9	2.7	-5.4	0.5	CCC(C(=O)N1CCCCCC1)n1nc(C)n2c(cc3occc32)c1=O (configuration not stated)
34.8*	-137.1	68.4*	11.1	i	-3.7	92.0*	53.3*	-6.1	81.8*	Cc1ccc(NC(=O)CN2C(=O)S/C(=C\c3ccc(-c4cccc(C(=O)O)c4C)o3)C2=O)cc1C
-6.1	7.9	2.3	4.8	i	-1.7	-10.4	-1.9	1.4	2.4	CSc1nc2ccc(NC(=O)c3cc4ccccc4o3)cc2s1
